# Bioassay records as filed in PubChem.
# KCNK3 block: human KCNK3 channel inhibitors, primary screen, CHO cells, FluxOR thallium flux, B-score. Potassium channel subfamily K member 3 (Homo sapiens), O14649. FluxOR fluorescence; stronger effect = lower value. B-score at 10 µM. hit rate 0.84% among 340,000. AID 602410, 2012;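 active means B-score under library mean minus 4 SD, starting fluorescence ratio at most library mean plus 5 SD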;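 further: more negative B-score means stronger inhibition of thallium flux through KCNK3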
# PolyA inhibitor: polyadenylation inhibitors in yeast reporter cells, primary screen, luminescence, S. cerevisiae. calls only at 12 µM. hit rate 0.02% among 300,000. S. cerevisiae SKY197-pL101 polyadenylation reporter, beta-gal luminescence; efflux-impaired pdr1/pdr3 knockout yeast; score 100 = 6 SD above DMSO;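 active means lowest replicate activity score at least 50, where 100 means six control SD above control mean; inconclusive means lowest score under 50 but half or more replicates reach 50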;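 further: yeast exposed to compound for 9 h at 30 °C; higher score means more reporter readthrough which indicates perturbed polyadenylation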
# GSK3A inh: blockers of GSK3A enzyme activity – biochemical, luminescence, cell-free homogeneous, HTS, primary screen | Glycogen synthase kinase-3 alpha (Homo sapiens), P49840 | GSK-3 alpha kinase, ADP-Glo luminescence, 60 min | inhibition, % at 10 µM | hit rate 0.1% among 320,000 | AID 2650, 2010;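 in the data active means inhibition above about 50%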;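 further: GST-tagged GSK-3 alpha with peptide substrate and 25 µM ATP; 0% = DMSO neutral wells and 100% = GW8510 positive control wells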
# Target sequence (P49840 whole entry, looked up): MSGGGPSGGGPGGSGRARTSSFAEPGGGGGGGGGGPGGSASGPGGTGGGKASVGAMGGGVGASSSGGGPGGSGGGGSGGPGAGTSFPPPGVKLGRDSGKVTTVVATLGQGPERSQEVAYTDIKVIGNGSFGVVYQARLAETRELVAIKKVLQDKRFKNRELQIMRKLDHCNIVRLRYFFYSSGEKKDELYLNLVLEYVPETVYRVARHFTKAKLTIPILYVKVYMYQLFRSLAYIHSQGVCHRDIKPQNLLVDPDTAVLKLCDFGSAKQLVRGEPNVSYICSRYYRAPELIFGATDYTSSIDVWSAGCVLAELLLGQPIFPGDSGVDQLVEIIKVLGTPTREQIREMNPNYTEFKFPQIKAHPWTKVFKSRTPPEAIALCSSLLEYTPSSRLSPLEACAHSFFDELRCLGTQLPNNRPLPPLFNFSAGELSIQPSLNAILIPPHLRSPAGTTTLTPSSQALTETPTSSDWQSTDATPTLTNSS
# KCNQ1 act: potentiators or activators of KCNQ1 channel, primary screen, cell-based, thallium flux, high-throughput; Potassium voltage-gated channel subfamily KQT member 1 (Homo sapiens), P51787; CHO-K1 KCNQ1, thallium flux FluxOR fluorescence; stronger effect = higher value; B-score at 10 µM; hit rate 0.35% among 310,000;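 active means fluorescence ratio B-score, a plate-corrected score, at least three library SD, with initial intensity B-score within 5 SD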
#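 Assay system: CHO-K1 cells stably expressing KCNQ1. Medium: assay buffer for compound exposure, DMSO matched across wells. Timing: 37 °C overnight plating, 90-min dark dye load, 20-min compound pretreatment. Signal: kinetic FluxOR fluorescence, 10 s baseline plus 110 s post-stimulus.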
# KCNK9 block: KCNK9 potassium channel inhibitors, primary screen, HEK293 cells, thallium flux; hit rate 1.2% among 310,000; B-score at 10 µM; Potassium channel subfamily K member 9 (Homo sapiens), Q9NPC2; FluxOR thallium flux fluorescence; stronger effect = lower value; AID 488922, 2010;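 active means ratio B-score over 3 SD below the library mean, with starting fluorescence within 5 SD of its mean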;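 further: negative B-score means less thallium flux so channel inhibition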
# RGS4 act: RGS4 potentiators or activators, primary screen, cell-based, HEK293 M3R inducible RGS4, calcium flux | carbachol calcium flux Fluo4; stronger effect = lower value | B-score at 10 µM | hit rate 0.92% among 310,000 | AID 463111, 2010;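 active means B-score of the integrated calcium signal more than 4 SD below the library mean, with starting fluorescence not abnormally high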;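 further: negative B-score means reduced calcium response which marks RGS4 activation or potentiation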
#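 test system = HEK293 cells with stable M3R and inducible RGS4 | schedule = recording 10 s baseline at 1 Hz, 100 s post-agonist | technique = Fluo4-AM (2 µM) calcium-flux fluorescence, kinetic read | measure = Agonist-evoked peak-minus-minimum fluorescence over baseline, integrated ratio, B score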
# GSK3beta inhib: human GSK3beta kinase inhibitors, primary screen, biochemical, cell-free homogeneous, HTS. GST-GSK3beta kinase, ADP-Glo luminescence, 60 min; stronger effect = lower value. activity score (negative = inhibition), % at 10 µM. hit rate 0.038% among 300,000. AID 2097, 2009;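 active means more than half of replicate wells score below -50%, meaning over 50% inhibition versus plate controls; inconclusive means some replicates but at most half score below -50%; inactive means no replicate scores below -50%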;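 further: 0% = median DMSO wells and -100% = median GW8510 positive control wells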
#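 Test system – GST-tagged human GSK3beta kinase, cell-free · Incubation – 60 min enzyme reaction, room temperature · Signal – ADP-Glo luminescence · Also added – peptide substrate and ATP at 25 µM · Controls – DMSO neutral wells and GW8510 at 20 µM as positive · Buffer or medium – Tris/MgCl2 kinase buffer · Measure – Luminescence-derived activity versus plate DMSO and GW8510 wells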
# Dyrk1A ADPGlo: rat Dyrk1A kinase inhibitors, primary screen, biochemical, single point, plate reader | ADP-Glo luminescence, NFATc1 peptide | AID 504441, 2011 | hit rate 0.43% among 310,000 | Dual specificity tyrosine-phosphorylation-regulated kinase 1A (Rattus norvegicus), Q63470 | inhibition, % at 12.5 µM; in the data active means inhibition above about 50%;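 further: plate controls were vehicle with enzyme for no effect and no enzyme for full effect; many of its hits are not listed in these tables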
# HDAC3 inhib: HDAC3 deacetylase inhibitors, primary screen, biochemical, fluorescence, cell-free homogeneous | Histone deacetylase 3 (Homo sapiens), O15379 | recombinant HDAC3, fluorogenic peptide/trypsin coupled | inhibition, % at 8.3 µM | hit rate 0.15% among 320,000 | AID 2718, 2010; in the data active means inhibition above about 26%, passing the limit was not always enough; inconclusive means no clear call, values can overlap the other calls
# Target sequence (O15379 whole entry, looked up): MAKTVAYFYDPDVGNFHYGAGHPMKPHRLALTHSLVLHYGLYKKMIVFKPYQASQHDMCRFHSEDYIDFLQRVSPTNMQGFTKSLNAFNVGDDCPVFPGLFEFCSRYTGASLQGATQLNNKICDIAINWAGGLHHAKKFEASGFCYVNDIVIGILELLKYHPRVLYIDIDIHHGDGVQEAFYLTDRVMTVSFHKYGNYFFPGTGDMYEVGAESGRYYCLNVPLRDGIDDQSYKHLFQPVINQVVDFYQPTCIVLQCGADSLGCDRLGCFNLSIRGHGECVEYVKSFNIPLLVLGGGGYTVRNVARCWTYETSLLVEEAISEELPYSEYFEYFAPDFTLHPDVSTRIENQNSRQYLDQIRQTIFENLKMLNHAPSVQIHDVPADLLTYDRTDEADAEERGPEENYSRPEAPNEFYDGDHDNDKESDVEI
# KCNQ1 inh: inhibitors of human KCNQ1 channel, primary screen, cell-based, thallium flux, high-throughput | CHO-K1 KCNQ1, FluxOR thallium flux fluorescence; stronger effect = higher value | Potassium voltage-gated channel subfamily KQT member 1 (Homo sapiens), P51787 | B-score at 10 µM | hit rate 1.3% among 310,000;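 active means compounds whose thallium flux B-score, printed positive for inhibition, exceeds three library SD while starting fluorescence stays within three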;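 further: channel opened by potassium depolarization with thallium stimulus after 20 min compound exposure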
# hERG protect: hERG rescue from dofetilide block, primary screen, cell-based, CHO-hERG, FluxOR thallium flux, dofetilide IC70; Voltage-gated inwardly rectifying potassium channel KCNH2 (Homo sapiens), Q12809; dofetilide IC70 present; activation (rescue from dofetilide block), less the hit threshold, % at 10 µM; hit rate 0.51% among 310,000; AID 1511, 2009;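 active means activation above the mean of controls blocked by dofetilide plus 5 SD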;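 further: thallium influx through hERG after potassium depolarization seen as dye fluorescence rise; in these data hits start at about 4.7%; inactives centre near -7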
# * = called active by the depositor; i = inactive; ? = inconclusive; nt = no result given. A portion of the library. The share of hits here may be higher or lower than overall.
SMILES,KCNK3 block,PolyA inhibitor,GSK3A inh,KCNQ1 act,KCNK9 block,RGS4 act,GSK3beta inhib,Dyrk1A ADPGlo,HDAC3 inhib,KCNQ1 inh,hERG protect
CC1CC(N(C(=O)c2ccco2)c2ccccc2)c2ccccc2N1 (stereo unspecified),i,i,-1,i,i,i,-2,-5,4,i,-13
CN(C)C(=O)c1cc2cc(Br)ccc2s1,i,i,-1,i,i,i,-3,nt,4,i,2
CC(C)c1nc2sc3c(SCC(N)=O)ncnc3c2c2c1CCC2,i,i,-2,i,i,i,1,7,-2,i,-1
CN(C)c1ccc(/C=N/NC(=O)CN(c2cccc(Cl)c2)S(C)(=O)=O)cc1Br,i,i,1,i,i,i,4,3,?,i,-6
CC(=O)OCn1ncc(N2CCOCC2)c(Br)c1=O,i,i,-2,i,i,i,3,-1,1,i,-4
Cc1nn(Cc2ccccc2)c(Cl)c1/C=C/C(=O)OC(C)C(=O)N1CCCC1 (stereo unspecified),i,i,-2,i,i,i,1,3,3,i,-17
CCCS(=O)(=O)N1CCN(Cc2ccc([N+](=O)[O-])cc2)CC1,i,i,-1,i,i,i,5,1,-3,i,-4
NC(=O)CC(NC(=O)c1ccccc1)c1ccc(N2CCc3ccccc3C2)c([N+](=O)[O-])c1 (stereo unspecified),i,i,5,i,i,i,1,11,7,i,-8
OCCC1CN(Cc2cc(F)ccc2F)CCN1CCCc1ccccc1 (stereo unspecified),i,i,-1,i,i,i,0,-2,2,i,-6
CCOc1ccc(OCCCCN2CCCC2)cc1,i,i,-1,i,i,i,4,-3,-2,i,-2
O=C(Nc1ccc(N2CCOCC2)cc1)C1CCN(S(=O)(=O)c2ccccc2F)CC1,i,i,0,i,i,i,0,-3,-5,i,-14
CCOc1cc(C2NC(=O)NC(O)(C(F)(F)F)C2C(=O)c2ccc(Cl)cc2)ccc1O (stereo unspecified),i,i,1,i,i,i,-1,0,-1,i,-4
COC(=O)CSc1[nH]c2ccccc2c1[N+](=O)[O-],i,i,0,i,i,i,0,-2,8,i,-18
O=[N+]([O-])c1cc(/C=N\Nc2nccs2)ccc1O,nt,i,nt,i,i,i,0,nt,nt,i,-6
COc1ccc(CC(=O)NCc2nnc(SCC(=O)Nc3ncc(C)s3)n2C)cc1,i,i,-1,i,i,i,2,-7,2,i,-3

# Some values from the results shown.
# Result for `CN(C)c1ccc(/C=N/NC(=O)CN(c2cccc(Cl)c2)S(C)(=O)=O)cc1Br` under hERG protect: -6
# Result for `CC(=O)OCn1ncc(N2CCOCC2)c(Br)c1=O` under Dyrk1A ADPGlo: -1

# (listing goes on)
SMILES,KCNK3 block,PolyA inhibitor,GSK3A inh,KCNQ1 act,KCNK9 block,RGS4 act,GSK3beta inhib,Dyrk1A ADPGlo,HDAC3 inhib,KCNQ1 inh,hERG protect
COc1cccc(Cn2nnc(C(=O)NCCc3ccc(Cl)cc3)c2N)c1,i,i,-1,i,i,i,4,56*,-6,i,-10
Cc1ccc(S(=O)(=O)/N=C(\Sc2ccccc2)c2ccccc2)cc1,i,i,-2,i,i,i,3,3,0,i,-14
COc1cccc(-c2noc(CCC(=O)NCCc3ccccc3)n2)c1,i,i,-1,i,i,i,1,-3,-1,i,-7
Cc1ccc(Cl)cc1NC(=O)c1ccc(Cn2cc(Cl)cn2)cc1,i,i,5,i,i,i,1,8,-1,i,0
CCN(CCn1cccn1)C(=O)c1ccc2nc(Cc3ccc(OC)cc3)oc2c1,i,i,0,i,i,i,4,1,-6,i,-3
CC(=O)C(N=Nc1ccccc1)(Sc1nnc(-c2ccccc2)n1-c1ccccc1)C(C)=O,i,i,-1,i,i,i,3,-2,8,i,-16
O=C(Nc1nnc(SCc2c(Cl)cccc2Cl)s1)c1ccc2ncsc2c1,nt,i,-1,i,i,i,1,nt,-5,i,-7
N/C(=N\OC(=O)c1ccccc1)c1ccncc1,i,i,-1,i,i,i,1,-4,2,i,-3
NC(=S)N/N=C/c1coc2cc(Cl)ccc2c1=O,i,i,nt,i,i,i,4,-2,nt,i,-6
O=C(CSC1CCCCC1)Nc1nccs1,i,i,1,i,i,i,-2,6,2,i,-2
CCOC(=O)C1CCN(C(=O)c2cc(COc3ccc(OC)c4ccccc34)on2)CC1,i,i,-2,i,i,i,1,1,1,i,-9
S=C(Nc1ccccc1)Nc1ccc(OCc2ccc(Cl)cc2Cl)cc1,i,i,nt,i,i,i,1,3,0,i,-4
CO/N=C\c1cc(C(=O)c2ccc(Cl)cc2Cl)cn1C,i,i,-4,i,i,i,-3,0,2,i,-4
CN1CCN(C(=O)c2cnn(-c3ccccc3)c2NC(=O)c2ccccc2Cl)CC1,i,i,-1,i,i,i,3,-4,-3,i,-3
Cc1cccc(N2CCN(C(=O)CCn3c(=O)[nH]c4ccccc4c3=O)CC2)c1C,i,i,-1,i,i,i,3,-2,2,i,-6

# Dyrk1A ADPGlo: entries above that show a hit
SMILES | KCNK3 block | PolyA inhibitor | GSK3A inh | KCNQ1 act | KCNK9 block | GSK3beta inhib | Dyrk1A ADPGlo | HDAC3 inhib | KCNQ1 inh
COc1cccc(Cn2nnc(C(=O)NCCc3ccc(Cl)cc3)c2N)c1 | i | i | -1 | i | i | 4 | 56* | -6 | i

# Additional records.
SMILES,KCNK3 block,PolyA inhibitor,GSK3A inh,KCNQ1 act,KCNK9 block,RGS4 act,GSK3beta inhib,Dyrk1A ADPGlo,HDAC3 inhib,KCNQ1 inh,hERG protect
O=S(=O)(c1ccc(NC(=S)N/N=C/c2ccc(N3CCOCC3)cc2)cc1)N1CCOCC1,i,i,nt,i,i,i,1,3,nt,i,-6
O=C(CCN1CCCCO1)N1CCCC(Nc2ccc(F)cc2)C1 (stereo unspecified),i,i,0,i,i,i,7,-5,-21,i,-8
COC(=O)CC1NCCc2cc(OC)c(OC)cc21 (stereo unspecified),i,i,1,i,i,i,1,-4,-1,i,-6
CN(c1ccc(OCc2nnc(-c3ccccc3)o2)cc1)S(=O)(=O)c1ccccc1,i,i,-2,i,i,i,2,0,7,i,-7
COc1ccc(NC(=O)Cn2nnc(C(=O)NCc3ccco3)c2N)cc1,i,i,0,i,i,i,-1,nt,0,i,1
CN1CCC(=NNc2ncnc3sc4c(c23)CCCC4)CC1,i,i,0,i,i,i,-1,-2,10,i,-10
Cc1nc(SCC(=O)NC(=O)NC(C)C)nc(C)c1C,i,i,1,i,i,i,0,-7,0,i,-11
CCOc1ccc(NC(=O)CCNC(=O)c2ccc(Br)cc2)cc1,i,i,-3,i,i,i,3,-1,-2,i,-2
CCn1c(SCC(=O)Nc2nc(-c3ccc(C)cc3)cs2)nnc1-c1ccccc1O,i,i,0,i,i,i,-2,-5,0,i,-6
COCCN(C(=O)c1ccccc1F)c1nc(-c2ccc(OC)cc2)cs1,i,i,3,i,i,i,-3,0,-4,i,-2
COc1ccc(CCn2c(-c3ccc(OC)cc3)nc3c(c(=O)c4ccccc4n3C)c2=O)cc1,i,i,-2,i,i,i,-1,0,-3,i,-1
CC(=O)Nc1ccc(NC(=O)COC(=O)C2(c3ccc(Cl)cc3)CCCC2)cc1,i,i,-3,i,i,i,-3,-1,8,i,-4
COC(=O)C(NC(=O)c1ccccc1)=C(C)C,i,i,-1,i,i,i,4,-5,-2,i,-4
COCCCNC(=O)c1ccc(N(C)S(C)(=O)=O)cc1,i,i,1,i,i,i,-3,-1,-1,i,-13
COc1cc(CNCCO)cc(Cl)c1OCc1ccccc1Cl,i,i,-2,i,i,i,-4,2,8,i,-16

# Sorted by value in HDAC3 inhib (smallest number first): four of the compounds above
compound | HDAC3 inhib
CCN(CCn1cccn1)C(=O)c1ccc2nc(Cc3ccc(OC)cc3)oc2c1 | -6
COc1ccc(CCn2c(-c3ccc(OC)cc3)nc3c(c(=O)c4ccccc4n3C)c2=O)cc1 | -3
CC(C)c1nc2sc3c(SCC(N)=O)ncnc3c2c2c1CCC2 | -2
CC(=O)Nc1ccc(NC(=O)COC(=O)C2(c3ccc(Cl)cc3)CCCC2)cc1 | 8

# Carrying on.
SMILES,KCNK3 block,PolyA inhibitor,GSK3A inh,KCNQ1 act,KCNK9 block,RGS4 act,GSK3beta inhib,Dyrk1A ADPGlo,HDAC3 inhib,KCNQ1 inh,hERG protect
Cn1cnnc1SC(C(=O)Nc1cccc(C(F)(F)F)c1)c1ccccc1 (stereo unspecified),i,i,-4,i,i,i,-4,-2,5,i,-7
Cc1ccc(S(=O)(=O)N2CCCN(C(=O)OC(C)(C)C)CC2)cc1,i,i,0,i,i,i,0,8,2,i,-12
N#Cc1cc2c([nH]c1=S)CCCCCC2,i,i,1,i,i,i,0,-5,13,i,-5
O=C(Nc1ccc(F)cc1)c1cc2c(s1)CCCC2,i,i,-3,i,i,i,-1,nt,7,i,-5
CCOC(=O)C1CCN(S(=O)(=O)Cc2ccccc2)C1=O (stereo unspecified),i,i,-1,i,i,i,3,-3,-8,i,2
Cc1ccc(NC(=O)c2cc3ccccc3oc2=O)cc1S(=O)(=O)N(C)C,i,i,-1,i,i,i,-23,-5,-6,i,-12
Cc1nc(NCc2ccccn2)c2c3c(sc2n1)CCCC3,i,i,3,i,i,i,-2,6,1,i,-7
Cn1c2ccccc2c2n[nH]c(=O)nc21,i,i,2,i,i,i,-2,17,-2,i,-2
Cc1ccc2[nH]c(CSc3ccccc3)cc(=O)c2c1,i,i,-4,i,i,i,2,0,0,i,-8
